MRP-1 activ = activates MRP-1; H69AR cells + doxorubicin, viability rescue, CellTiter-Glo; viability increase, % at 10 µM; actives 0.61% (n = 140,000); AID 799;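 active means viability gain under doxorubicin at or above a set limit, the compound median plus 3 SD, cut at about 4.7% in these data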;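 further: MRP-1 overexpressing cells given doxorubicin 25 µM after compound pretreatment; 18-22 h compound pretreatment then 72 h with doxorubicin before readout; 0% = doxorubicin-only wells and 100% = vehicle-treated cells without doxorubicin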
HCT116 bCat-KO = beta-catenin-lacking colon tumor cell growth suppression; AID 818; HCT116 beta-catenin knockout viability, CellTiter-Glo, 60 h; stronger effect = lower value; viability, % at 10 µM; actives 1.5% (n = 140,000);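 active means viability at or under a set limit, the compound median less 4 SD, cut at about 6% in these data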;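 further: 0% = Hyamine 1622 control at 20 µM and 100% = untreated cell control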
NPY-Y2 antag = antagonists of human neuropeptide Y receptor Y2 | NPY-Y2 expressing cells, antagonist mode | inhibition, % at 2.7 µM | actives 0.99% (n = 140,000) | AID 793; in the data active means inhibition above about 17%;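 further: 0% = vehicle with agonist challenge and 100% = reference antagonist with challenge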
Target sequence (P49146 whole entry, looked up): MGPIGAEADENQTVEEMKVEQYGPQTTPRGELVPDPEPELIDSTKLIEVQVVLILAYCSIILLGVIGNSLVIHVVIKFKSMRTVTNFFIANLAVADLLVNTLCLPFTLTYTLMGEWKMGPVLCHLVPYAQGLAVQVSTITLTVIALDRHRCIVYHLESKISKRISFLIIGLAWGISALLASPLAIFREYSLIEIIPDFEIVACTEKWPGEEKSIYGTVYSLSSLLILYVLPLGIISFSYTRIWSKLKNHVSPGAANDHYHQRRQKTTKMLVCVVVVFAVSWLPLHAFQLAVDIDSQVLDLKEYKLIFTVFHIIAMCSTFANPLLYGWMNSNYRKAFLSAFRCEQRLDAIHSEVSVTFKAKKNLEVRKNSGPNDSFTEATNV
Yeast life ext = yeast lifespan extension. S. cerevisiae growth with nicotinamide, OD615; deaD strain in restrictive glucose medium. inhibition of the nicotinamide effect, % at 10 µM. actives 0.68% (n = 130,000);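 active means inhibition above a set limit, placed 3 SD over the median of all compounds, cut at about 26% in these data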;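 further: 0% = nicotinamide-treated wells and 100% = cells grown without nicotinamide; some compounds called inactive have numbers as strong as hits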
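Test system: DeaD-strain S. cerevisiae / Buffer or medium: restrictive glucose medium / Also added: nicotinamide 1.5 mM / Doses: one concentration, 10 µM, DMSO 0.25% / Schedule: 48 h at 30 °C / Signal: OD615 measurement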
BB579 growth dn = reduces growth of yeast BB579 in restrictive medium | S. cerevisiae BB579 growth, OD615, 48 h | inhibition, % at 10 µM | actives 0.51% (n = 140,000);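 active means inhibition above a set limit, 3 SD over the mean compound inhibition, cut at about 44% in these data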; further: inactives centre near -24
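Test system: DeaD yeast strain BB579 / Buffer or medium: restrictive glucose-based CSMM-D medium / Doses: single 10 µM dose / Schedule: 4 h cell preincubation, 48 h compound exposure, 30 °C humidified / Technique: culture absorbance at 615 nm / Controls: amphotericin B positive control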
Measles CPE = protection of cells from measles virus; Measles virus-infected cells, CPE protection, absorbance; protection (pct of control), % at 4 µM; actives 1.5% (n = 140,000); in the data active means protection mostly above about 24%, no sharp cut-off; inactive means mostly below about 26%; further: some compounds called inactive have numbers as strong as hits
Phagocyt inh = macrophage phagocytosis inhibition; J774A.1 macrophage IgG-bead phagocytosis, imaging; inhibition, % at 5 µM; actives 0.07% (n = 110,000); AID 1029;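 active means inhibition above the mean of the plate negative controls plus 5 SD, cut at about 13% in these data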;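 further: phagocytic index as fraction of beads internalized from green versus red external bead signal; plate controls were DMSO negative control for no effect and cytochalasin-D positive control for full effect; some results beyond the cut were filed as inactive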
E-sel TNF inh = blocks E-selectin expression induced by TNF alpha. HUVEC TNFa-induced E-selectin immunofluorescence, high content. actives 0.71% (n = 120,000). inhibition, % at 2 µM;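 active means inhibition above the batch mean plus 3 SD, and confirmed as a hit on visual image review, cut at about 43% in these data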;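 further: 0% = TNF-stimulated DMSO wells and 100% = unstimulated control wells; not every result past the cut was called active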
GALR2 blocker = antagonists of human galanin receptor 2 (GALR2); O43603; GALR2-expressing cells, antagonist mode; inhibition, % at 4 µM; actives 0.39% (n = 140,000); in the data active means inhibition above about 27%;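 further: cells stimulated with galanin 1-16 at roughly its EC80; 0% = agonist challenge control and 100% = basal control without agonist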
Target sequence (O43603 whole entry, looked up): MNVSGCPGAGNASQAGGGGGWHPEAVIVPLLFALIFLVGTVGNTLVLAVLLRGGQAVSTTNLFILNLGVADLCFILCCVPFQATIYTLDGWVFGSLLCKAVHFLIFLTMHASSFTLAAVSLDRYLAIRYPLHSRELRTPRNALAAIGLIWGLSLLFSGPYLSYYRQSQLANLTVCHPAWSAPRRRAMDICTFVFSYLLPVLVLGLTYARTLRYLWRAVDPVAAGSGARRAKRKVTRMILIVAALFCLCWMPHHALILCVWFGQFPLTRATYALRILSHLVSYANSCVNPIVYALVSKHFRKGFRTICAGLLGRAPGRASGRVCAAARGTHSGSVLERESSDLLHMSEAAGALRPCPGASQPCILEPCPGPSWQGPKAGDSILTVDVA
PTEN del growth = growth suppressors of cells with PTEN tumor suppressor deletion; HCT116 PTEN-null viability, CellTiter-Glo, 60 h; stronger effect = lower value; viability, % at 10 µM; actives 1.2% (n = 140,000);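 active means viability at or below a set limit, 4 SD under the median of all tested compounds, cut at about 3.7% in these data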;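 further: PTEN knockout HCT116 line with beta catenin targeted HCT116 as companion control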
An asterisk follows results filed as active; . = not tested or not shown.

SMILES	MRP-1 activ	HCT116 bCat-KO	NPY-Y2 antag	Yeast life ext	BB579 growth dn	Measles CPE	Phagocyt inh	E-sel TNF inh	GALR2 blocker	PTEN del growth
COc1ccc(CN2C(=O)CC(Cc3cc(C)cc(C)c3)C2=O)cc1OC (centres undefined)	-3.0	92	4	2	-15	5	.	9	8	89
CCCCCOC(=O)C1=C(C)N(C)C(=O)NC1c1cc(Br)c(O)c(OC)c1 (centres undefined)	-0.3	84	8	-8	-31	4	6	-21	-10	83
Cc1cc(-n2c(C)cc(C(=O)CSc3nnc4sc5ccccc5n34)c2C)no1	-0.5	97	1	-7	-46	15	1	-1	-3	98
CCSc1nc(=S)n(CC)c(C)c1C(C)=O	0.1	96	-3	-7	-7	19	0	-15	7	106
O=C(Nc1ccc(Br)cc1)c1ccc(N2C(=O)C3CC=CCC3C2=O)cc1 (centres undefined)	-0.5	84	1	-3	-5	4	.	-15	11	76
COC(=O)c1c(NC(C)=O)sc(Cc2ccccc2)c1C	-1.4	105	4	-10	-27	15	.	6	4	100
CN1C(=O)SC(Nc2ccccc2C(=O)O)C1=O (centres undefined)	-0.5	94	1	-4	-18	13	-1	3	4	91
CC1CCN(C(C(=O)NC2CCCCC2)c2cc3c(cc2[N+](=O)[O-])OCO3)CC1 (centres undefined)	1.0	92	2	-1	-28	8	-3	-2	-16	84
Cc1cc(C(F)(F)F)nc(SCC(=O)Nc2cc(C)on2)n1	-2.5	89	3	1	-5	4	0	0	-4	84
Cc1cc(Oc2ccccc2)nc(-c2ccccc2)n1	1.0	100	0	-19	-6	8	.	-12	11	79
NS(=O)(=O)c1ccc(NCc2ccccc2OCc2ccccc2F)cc1	0.4	67	5	-14	-32	3	1	-62	-1	67
O=C(CSc1ncn[nH]1)Nc1ccc(Cl)c(Cl)c1	0.3	90	-1	-13	5	4	0	-9	5	88
CCN(C(=O)COc1ccc(C)nc1[N+](=O)[O-])C1CCS(=O)(=O)C1 (centres undefined)	-1.4	97	2	2	-29	31	-6	-26	13	101
Cc1ccccc1C(=O)N1CCN(c2ccc([N+](=O)[O-])c(NCc3cccnc3)c2)CC1	-3.7	74	2	3	-18	5	-2	.	9	72
Cc1ccccc1NC(=O)c1cnc(Nc2nc3ccccc3s2)nc1C	-2.2	96	0	28	-51	14	.	13	4	90

The final 3 compounds of the part above lead into the next:
SMILES	MRP-1 activ	HCT116 bCat-KO	NPY-Y2 antag	Yeast life ext	BB579 growth dn	Measles CPE	Phagocyt inh	E-sel TNF inh	GALR2 blocker	PTEN del growth
CCN(C(=O)COc1ccc(C)nc1[N+](=O)[O-])C1CCS(=O)(=O)C1 (centres undefined)	-1.4	97	2	2	-29	31	-6	-26	13	101
Cc1ccccc1C(=O)N1CCN(c2ccc([N+](=O)[O-])c(NCc3cccnc3)c2)CC1	-3.7	74	2	3	-18	5	-2	.	9	72
Cc1ccccc1NC(=O)c1cnc(Nc2nc3ccccc3s2)nc1C	-2.2	96	0	28	-51	14	.	13	4	90
Cc1c(NC(=O)c2cnn3c(C(F)(F)F)cc(-c4ccco4)nc23)c(=O)n(-c2ccccc2)n1C	-2.4	90	1	-5	-16	22	0	-12	-15	96
COc1cccc(NS(=O)(=O)c2ccc(OC)c(OC)c2)c1	-2.5	85	0	0	-27	17	0	-26	2	73
COC(=O)c1c(C(=O)OC)c(-c2ccccc2)n2c1CS(=O)(=O)C2	-0.5	91	5	-9	-40	8	-1	4	-8	92
c1ccc2cc(-c3csnn3)ccc2c1	1.6	95	1	-33	-36	5	.	-35	6	96
Cc1cc(NC(=O)CSc2nnc(C3CC3)n2N)no1	-0.5	94	3	-6	-65	12	0	50	10	93
CC(COc1cccc2ccccc12)CN1CCN(C)CC1 (centres undefined)	-5.0	47	17*	-9	-43	3	-1	.	9	61
CCOC(=O)/C(C#N)=C1/C=CN(C)C=N1	-2.8	91	-1	-15	-54	16	.	17	6	95
CCOc1cnc(-c2ccc(Cl)cc2)o1	1.2	108	2	-29	-2	3	0	-15	0	97
COC(=O)CSc1nc(N)c(C#N)c(-c2ccco2)c1C#N	-2.6	69	2	-9	-14	15	-1	25	3	71
COc1cccc(OC)c1C(=O)Nc1ccc([N+](=O)[O-])cn1	-0.5	97	1	4	-29	11	1	.	7	92
O=C(N/C(=C\c1cn(-c2ccccc2)nc1-c1ccc(Cl)cc1)C(=O)N1CCOCC1)c1ccccc1	-0.1	84	-1	21	-31	7	2	.	3	86
N#Cc1ccccc1Sc1ccccc1C(=O)Nc1ccc(Br)cc1	-1.1	89	1	-8	-27	21	-2	23	4	82
Cc1ccccc1CSc1ncc(C#N)c(N)n1	0.2	92	3	-9	-83	0	-1	.	5	90
COC(=O)c1ccc(NCC(=O)c2ccccc2)cc1	-4.3	74	3	-14	5	3	-3	.	1	81
CCCCCCN(C(=O)CCCCCN1C(=O)NC(c2ccc(Cl)cc2)C(C(=O)OCc2ccccc2)=C1C)C(C(=O)NCCCC)c1ccc(OCC(=O)OC)c(C(=O)OC)c1 (centres undefined)	-1.9	69	2	6	-42	7	.	-3	-3	82
CS(=O)(=O)N1CCc2cc(-c3csc(NCC4CCCO4)n3)ccc21 (centres undefined)	-3.2	88	-1	-12	-32	13	.	-14	-1	84
Cc1ccc(NC(=O)NC2CCCCC2)cc1Cl	-0.5	91	4	-3	-64	13	-3	27	-7	97
CC/C(=N/Nc1cccc(Cl)c1)c1cnnc(SC)n1	-4.7	41	5	3	-51	8	-1	.	10	40
COc1ccc(C(=O)N(C(C)C)C(C)C)c(OC)c1	-0.1	98	0	-5	-18	6	-1	2	2	102
CC(C)C(=O)NC(NC(=O)C(C)C)c1ccc([N+](=O)[O-])cc1	-1.2	96	2	1	-24	8	1	0	-2	95
O=C(CNCCCO)Nc1cc(C(F)(F)F)cc(NC(=O)CNCCCO)c1Cl	-1.2	95	1	8	-17	8	-11	.	3	100
COc1ccc(Cl)cc1NC(=O)C(C)Sc1nncn1C (centres undefined)	-3.0	98	0	7	-26	30	3	-5	5	94
CC(=O)NC1(c2cccc(F)c2)CCN(C(=O)Nc2ccc(C#N)cc2)CC1	2.3	96	1	-2	-43	26	-4	-7	-1	100
CCOC(=O)C1=C(C)NC(SCC(N)=O)=C(C#N)C1c1ccccc1 (centres undefined)	-4.8	92	3	-11	18	4	.	9	-3	93
Cc1cnc(Nc2nc3ccccc3o2)nc1C(=O)Nc1cccc(C(F)(F)F)c1	-4.1	71	1	-26	-45	4	.	-11	4	33
COc1cccc(N2CCN(C3CC(=O)N(c4ccc(Cl)cc4)C3=O)CC2)c1 (centres undefined)	0.1	101	3	-9	-41	7	0	11	-4	106
COc1ccc(C)cc1C1=Nc2ccccc2C1(C)C	0.7	96	1	10	-15	11	-3	.	5	97
Cc1cc(C)n(CCc2nc(-c3cc4ccccc4o3)cs2)n1	1.8	34	5	-8	-41	8	0	1	-2	53
Cc1ccc(OCc2ccc(C#N)cc2)c(C(=O)c2cc(C#N)c(=O)n(C3CC3)c2)c1	0.0	90	1	-1	-30	10	-10	8	-5	103
COc1ccc(C(=O)/C=C/Nc2ccc([N+](=O)[O-])cc2)cc1	0.7	93	1	-2	-9	39	6	.	2	89
O=C(/C=C/c1ccccc1)c1ccc2c(c1)OCCCCO2	-1.4	3.5*	3	-3	-4	15	3	-22	-2	5
O=C(CC1SC(=NCC2CCCO2)NC1=O)Nc1cccc2ccccc12 (centres undefined)	-0.1	98	0	-2	26	13	-6	-14	-3	98
NS(=O)(=O)c1ccc(CNC(=O)c2ccc(Br)o2)cc1	-0.1	87	4	-7	-6	25	0	7	-12	94
O=C(CN1C(=O)NC2(CCCCCC2)C1=O)c1ccc2c(c1)OCCO2	-4.0	71	7	-5	-32	4	0	.	-2	92
Cc1ccccc1C(=O)NC(NCC1CCCO1)C(Cl)(Cl)Cl (centres undefined)	-2.4	96	4	-17	-15	32	2	-45	0	88
O=C(Nc1c(F)c(F)c(F)c(F)c1F)C1CCCCC1	0.0	99	6	9	-39	18	.	.	-8	93
O=C(CSc1nnc(Cn2c(=O)sc3ccccc32)n1CCc1ccccc1)N1CCCC1	-3.5	98	5	-3	-12	13	.	7	3	89
CCN(CC(=O)NC(C)C)C(=O)c1ccc(S(=O)(=O)N(C)c2ccccc2OC)cc1	-3.3	103	0	-16	-20	5	0	40	10	93
O=C(CCC(=O)N1CCCC1)Nc1nnc(C2CCCCC2)s1	-2.8	92	4	-9	-16	6	1	2	0	96
Cc1ccnc(N2CCCC(C(=O)Nc3cc(F)ccc3C)C2)n1 (centres undefined)	-2.6	87	2	-4	1	46*	0	.	-4	86
CN(Cc1nc(-c2ccccn2)no1)S(=O)(=O)c1ccccc1	-1.4	89	-2	-15	-23	7	.	27	-10	83
Cn1ncc([N+](=O)[O-])c1C(=O)N1CCOCC1	-0.5	104	3	-6	-8	4	.	0	2	101
O=C(Cc1nn[nH]n1)c1ccccc1O	0.6	92	4	4	-4	16	-2	.	11	104
CCOc1cccc(C(=O)Nc2cccc(-c3nnc(-c4ccc(C)cc4)o3)c2)c1	-2.2	1.7*	1	-9	-37	-1	0	-19	4	3.1*
COc1ccc(/C=C/C(=O)Nc2ccc(N3CCOCC3)cc2)cc1	0.3	89	0	-5	-6	3	.	.	1	79
O=C(CSc1cccc2cccc(Cl)c12)NCc1cccs1	0.1	91	2	1	-23	5	0	6	4	99
COc1ccccc1-c1nc(C#N)c(N2CCCCCC2)o1	1.5	104	2	-15	-25	7	0	16	-4	101
O=C(Nc1ccc(Cl)cc1)c1cnc(-c2ccccc2)nc1-c1ccccc1	-6.1	0.9*	2	-15	-9	2	0	-3	-4	2.7*
Cc1cnc(SCCc2ccncc2)nc1C	-1.2	100	-1	-4	-31	10	-1	-20	0	107
Clc1ccc(Cl)c(OCCN2CCOCC2)c1	1.4	88	-1	0	-20	2	3	-29	7	97
COC(=O)c1ccc(CNC(=O)COc2ccccc2Br)o1	-0.9	84	7	-10	-53	32	0	-14	-4	88
O=C(Nc1ccccc1C(=O)N1CCCC1)C1CCN(c2ncccn2)CC1	-0.8	97	2	-4	-28	12	-4	38	10	87
CCn1cnc2cc(NS(=O)(=O)c3ccc(C)cc3)ccc21	-0.7	89	1	-2	-8	0	0	3	-12	91
Cc1cc(C(=O)N/N=C2\CCCC(=O)C2)c(C)n1-c1ccccc1	-1.3	69	0	0	-27	27	-5	19	4	72
O=C(c1ccccc1)c1nn(-c2ccccc2)c2nnc(Cc3ccccc3)c(=O)n12	-5.4	50	29*	.	-19	6	.	4	-2	56
COc1ccc2occ(C(=O)c3ccc(N=C(C)N(C)C)cc3)c2c1	-4.9	71	7	-9	-19	13	-1	14	-6	69
CCN(CC)C(=O)c1cc(-c2ccc(Br)cc2)on1	0.1	92	2	-9	4	10	-1	.	-6	102
CC(=O)Nc1cc(C(F)(F)F)ccc1OCC1CCCO1 (centres undefined)	-2.3	96	-1	-10	-21	19	-1	.	4	94
